Large T inhibition: SV40 large T antigen inhibitors, biochemical (AID 1903). SV40 large T antigen ATPase/helicase inhibition assay; higher % means a stronger effect. inhibition, % at 20 µM; hits with a dose series show IC50 in µM. 310,000 tested, 0.39% active; in the data active = a potency from the dose series; note: strong numbers were not always called active
Hep lipid drop: modulators of hepatic lipid droplet formation. AML12 mouse hepatocytes, oleate lipid droplets, BODIPY imaging. inhibition, % at 6.5 µM. 240,000 tested, 0.4% active. AID 1656;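 active = lipid droplet intensity inhibited by at least 50%, with more than 500 cells counted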
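Test system: AML12 hepatocytes (mouse); reagent: oleate loading, 100 µM; dosing: one dose, 6.5 µM compound; incubation: overnight exposure; signal: fluorescence imaging, 20x objective, two fields per well; read-out basis: % inhibition of corrected integrated BODIPY droplet signal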
GPR55 beta-arrestin: selective activators of receptor GPR55 – imaging, U2OS cells, beta-arrestin-GFP redistribution, primary screen (AID 1961) | U2OS GPR55 beta-arrestin-GFP redistribution imaging; higher % means a stronger effect | activation, % at 10 µM; hits with a dose series show EC50 in µM | 290,000 tested, 0.048% active;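 active = activation above 40% with more than 50 cells counted in the well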;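 note: U2OS osteosarcoma cells stably expressing GPR55 and beta-arrestin-GFP; plate controls were DMSO negative control for no effect and LPI positive control for full effect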
GPR55 LPI antagonism: inhibition of LPI-stimulated GPR55 beta-arrestin translocation – imaging, U2OS, beta-arrestin-GFP, LPI agonist, primary screen (AID 2013); U2OS GPR55 beta-arrestin-GFP translocation imaging, LPI antagonism; higher % means a stronger effect; inhibition, % at 10 µM; hits with a dose series show IC50 in µM; 290,000 tested, 0.13% active;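 active = spots per cell inhibited over 60%, with over 100 cells counted and total cytoplasm intensity under 500,000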;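 note: U2OS cells stably carrying GPR55 and arrestin-GFP stimulated by 5 µM LPI near EC80; imaged beta-arrestin-GFP aggregate spots per cell after agonist stimulation; plate controls were LPI-stimulated DMSO wells for no effect and DMSO wells without LPI for full effect; some results filed as inactive read as strong as hits; confirmed hits need IC50 under 10 µM and bright autofluorescent wells are also inconclusive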
Rac1 GTP hydrolysis: MgcRacGAP GTPase-activating activity inhibitors, confirmation, biochemical, ADP Hunter fluorescence | MgcRacGAP-stimulated Rac1 GTP hydrolysis, ADP Hunter fluorescence; higher % means a stronger effect; GST-tagged Rac1 F28L mutant substrate | one-dose inhibition, % at 30 µM; IC50 in µM for titrated hits | 340,000 tested, 0.6% active;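 active = first-screen hits whose inhibition reached a set limit at any dose in the follow-up dose series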;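 note: fluorescence reports GDP produced by GAP-driven GTP hydrolysis; strong numbers were not always called active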
T cell modulator: T cell immune modulators affecting CD8 T cell-vesicle binding; 2C CD8+ T cell-vesicle binding, flow cytometry; hits give low values; calls only at 7 µM; 330,000 tested, 0.068% active; AID 2052;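 active = response, share of CD8 T cells binding vesicles, and their 90th percentile fluorescence all below set limits, cut at about 80% in these data, passing the limit was not always enough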
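Assay system – 2C mouse CD8+ T cells · Also added – QL9-loaded Drosophila micro-vesicles · Timing – Cell–vesicle co-incubation 1.5 h at 37 °C, staining 20 min on ice · Signal – flow cytometry of vesicle-bound cells · Measure – percent CD8+ FL2 mean versus row control · Controls – Peptide-free naked vesicles (low) and QL9 vesicles with 0.7% DMSO vehicle (high)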
LYP inhibition: PTPN22 lymphoid phosphatase activity blockers – biochemical, fluorescence intensity, uHTS (AID 1779); recombinant LYP phosphatase, fluorescence intensity; higher % means a stronger effect; inhibition, % at 11.5 µM, or IC50 in µM where a hit was titrated; 290,000 tested, 0.054% active; in the data active = inhibition above about 50%;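 note: plate controls were vehicle with enzyme for no effect and no enzyme for full effect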
GPR35 arrestin U2OS: inhibition of zaprinast-stimulated GPR35 beta-arrestin translocation – imaging, U2OS, beta-arrestin-GFP, zaprinast agonist, primary screen (AID 2058); inhibition, % at 10 µM; hits with a dose series show IC50 in µM; U2OS GPR35 beta-arrestin-GFP translocation imaging, zaprinast antagonism; higher % means a stronger effect; 290,000 tested, 0.052% active;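 active = inhibition of at least 50% with at least 30 cells and total cytoplasm GFP at most 10,000,000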
NTR1 ag: agonists of NTR1, primary screen, imaging, U2OS cells, beta-arrestin-GFP, high content (AID 493036); NTR1-U2OS beta-arrestin-GFP spot imaging, agonist mode; activation, % at 20 µM; 330,000 tested, 0.17% active;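 active = activation at or above 40% of the spot to cytoplasm intensity ratio, with at least 20 cells analyzed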;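 note: 0% = DMSO without peptide and 100% = 100 nM NTR1 peptide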
Target sequence (P30989 whole entry, looked up): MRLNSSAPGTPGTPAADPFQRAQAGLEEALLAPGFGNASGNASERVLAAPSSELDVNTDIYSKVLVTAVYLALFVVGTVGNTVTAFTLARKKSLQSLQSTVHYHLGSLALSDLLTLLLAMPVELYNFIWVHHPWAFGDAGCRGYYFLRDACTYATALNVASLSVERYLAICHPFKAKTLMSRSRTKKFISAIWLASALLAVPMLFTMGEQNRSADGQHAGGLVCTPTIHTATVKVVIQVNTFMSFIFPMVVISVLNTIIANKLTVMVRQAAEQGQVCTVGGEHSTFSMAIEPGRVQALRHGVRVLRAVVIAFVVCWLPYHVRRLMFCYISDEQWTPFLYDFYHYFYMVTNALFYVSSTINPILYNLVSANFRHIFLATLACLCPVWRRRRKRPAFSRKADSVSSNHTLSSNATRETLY
Hep lipid drop cells 6.5 µM: also measured in Hep lipid drop; calls as there; cell count; measured here: cell count, cytotoxicity flag;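 cells counted across two imaged fields per well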
T cell modulator vesicle-bound %: also measured in T cell modulator; calls as there; double positive events, %; measured here: CD8+ vesicle-bound cell fraction;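 binding gate set so that unloaded-vesicle control wells show 10% double positive cells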
NTR1 ag cell count 20 µM: recorded beside NTR1 ag, whose call it bears; cell count; measured here: cell count, cytotoxicity flag
Starred values were filed as active, the others as inactive; i = inactive; / = no result given.

cpd	molecule	NTR1 ag cell count 20 µM	Rac1 GTP hydrolysis	GPR35 arrestin U2OS	Hep lipid drop	T cell modulator vesicle-bound %	Hep lipid drop cells 6.5 µM	LYP inhibition	T cell modulator	NTR1 ag	Large T inhibition	GPR55 beta-arrestin	GPR55 LPI antagonism
1	O=C1Cc2ccccc2C(c2ccc(Cl)cc2Cl)N1 (centres undefined)	55	-15%	-2%	6	4	629	-10%	i	-0.4	14%	-0.1%	2%
2	CC(C)CN(C(=O)COC(=O)c1ccc(Cl)c(N)c1)c1c(N)n(Cc2ccccc2)c(=O)[nH]c1=O	64	3%	/	/	46	/	/	i	1.3	6%	/	/
3	Cc1nn(-c2ccccc2)c(C)c1Cc1ccc(O)cc1	61	/	-2%	1	45	842	-9%	i	-0.9	17%	0.0%	0%
4	Cc1ccc(C2c3c(oc4ccccc4c3=O)C(=O)N2c2nncs2)cc1 (centres undefined)	60	10%	-1%	8	33	671	-4%	i	-0.8	10%	0.0%	10%
5	COc1ccccc1N1CCN(Cc2ccc(O)c3ncccc23)CC1	51	12%	2%	-32	10	509	-6%	i	8.5	15%	-0.1%	-1%
6	O=C(Nc1cc(=O)[nH]c2ncnn12)c1ccccc1	33	15%	-6%	/	48	/	-6%	i	0.3	8%	0.0%	18%
7	COC(=O)CC1C(=O)NCCN1C(=S)NC(=O)CCc1ccccc1 (centres undefined)	47	-8%	-7%	0	39	706	-7%	i	-0.8	0%	0.1%	11%
8	COc1ccc2c(c1)cc(C(=O)N[C@@H](CCSC)C(=O)N1CCC[C@H]1C(=O)O)n2C	87	-14%	11%	-1	48	762	-13%	i	1.7	-9%	0.3%	-2%
9	Cc1ccc(OCC(=O)NNC(=O)CCC(=O)Nc2ccc(C)cc2C)cc1	49	7%	10%	/	3	/	4%	i	-1.1	28%	0.3%	-2%
10	COc1ccc(C2c3[nH]c4ccccc4c3CCN2C(=O)c2cn3ccccc3n2)c(F)c1 (centres undefined)	58	8%	-12%	-5	17	641	4%	i	7.4	2%	-0.1%	-8%
11	O=C(NCc1ccccc1)C12CC3CC(CC(Br)(C3)C1)C2	40	6%	8%	6	16	802	-6%	i	-0.5	6%	-0.2%	8%
12	COc1cc2[nH]c(=S)n(CCN3CCCCC3C)c(=O)c2cc1OC (centres undefined)	66	10%	4%	5	49	695	-2%	i	0.1	8%	-0.1%	15%
13	Cc1ccc(S(=O)(=O)N(CC(=O)NCCC2=CCCCC2)Cc2ccccc2F)cc1	57	1%	26%	/	29	/	7%	i	9.4	4%	0.0%	/
14	COC(CNC(=O)c1cccnc1)OC	43	-25%	2%	-3	38	751	-6%	i	-0.2	-2%	-0.2%	3%
15	CC(C)[C@H](NC(=O)NCCC1=CCCCC1)C(=O)O	56	-9%	10%	16	22	755	-7%	i	-0.7	10%	0.5%	9%
16	Cc1cc(OCC(O)CN2CCCC2)cc(C)c1Cl (centres undefined)	60	7%	2%	17	30	681	-13%	i	-0.9	2%	-0.2%	6%
17	CCSc1nnc(NC(=O)c2cccs2)s1	45	7%	4%	/	35	/	1%	i	0.8	5%	-0.2%	0%
18	O=C(NC1CC1)C1=C[C@@H](c2c[nH]c3ccccc23)C[C@@H](OCc2ccc(CO)cc2)O1	93	7%	1%	-3	16	652	-7%	i	-0.5	3%	-0.1%	6%
19	CCCc1[nH][nH]c(=O)c1C(c1ccccc1)C(C#N)C#N (centres undefined)	86	7%	4%	5	12	704	-1%	i	4.4	23%	0.2%	7%
20	CCCCCn1c(CN2CCN(CCO)CC2)nc2c1c(=O)n(C)c(=O)n2C	88	-3%	-2%	4	30	571	0%	i	-0.1	-7%	0.8%	10%
21	CS(=O)(=O)N(Cc1ccc(Cl)cc1)c1ccc(C(=O)NCc2ccccn2)cc1	61	12%	4%	-25	22	677	-7%	i	0.0	24%	-0.1%	3%
22	COc1ccc(CCNC(=O)C2CCCN2C(=O)Nc2cccc(C(C)=O)c2)cc1OC (centres undefined)	61	8%	-3%	/	33	/	0%	i	0.8	13%	-0.2%	13%
23	CSCCC(NC(=O)c1ccccc1Cl)C(=O)N1CCN(c2ccccn2)CC1 (centres undefined)	62	5%	-17%	-6	25	710	-10%	i	0.5	6%	0.2%	14%
24	O=C(NCCCO)/C(=C\C=C\c1ccccc1)NC(=O)c1ccccc1Cl	50	8%	-8%	2	46	728	6%	i	0.7	11%	-0.2%	0%
25	O=C(O)CSc1cc(NS(=O)(=O)c2ccc(Cl)cc2)c2ccccc2c1O	/	23%	-3%	-11	17	819	-9%	i	/	72%	0.2%	3%
26	N#C/C(=C\c1ccc[nH]1)C(=O)NC1CC1	48	2%	8%	-2	33	793	-7%	i	0.6	3%	-0.2%	-5%
27	Cc1ccc(NC(=O)Cn2nnc(C(=O)NCc3ccco3)c2N)c(C)c1	55	-10%	-5%	7	7	792	-15%	i	-1.3	6%	-0.1%	0%
28	C=CCNC(=O)C(C)N1C(=O)c2ccccc2C1=O (centres undefined)	90	-2%	-9%	-3	23	743	-2%	i	1.2	2%	-0.2%	3%
29	CCOc1ccc(C2=CSC3=NCCN23)cc1[N+](=O)[O-]	88	/	0%	-18	14	408	-5%	i	-2.0	12%	-0.1%	8%
30	COc1ccc(OC)c(N(CC(=O)NCCSCc2ccc(C)cc2)S(C)(=O)=O)c1	51	7%	-2%	0	42	811	-2%	i	-0.7	0%	1.0%	-9%

Six compounds picked at random from the list so far, as already listed:
cpd	molecule	NTR1 ag cell count 20 µM	Rac1 GTP hydrolysis	GPR35 arrestin U2OS	Hep lipid drop	T cell modulator vesicle-bound %	Hep lipid drop cells 6.5 µM	LYP inhibition	T cell modulator	NTR1 ag	Large T inhibition	GPR55 beta-arrestin	GPR55 LPI antagonism
16	Cc1cc(OCC(O)CN2CCCC2)cc(C)c1Cl (centres undefined)	60	7%	2%	17	30	681	-13%	i	-0.9	2%	-0.2%	6%
27	Cc1ccc(NC(=O)Cn2nnc(C(=O)NCc3ccco3)c2N)c(C)c1	55	-10%	-5%	7	7	792	-15%	i	-1.3	6%	-0.1%	0%
21	CS(=O)(=O)N(Cc1ccc(Cl)cc1)c1ccc(C(=O)NCc2ccccn2)cc1	61	12%	4%	-25	22	677	-7%	i	0.0	24%	-0.1%	3%
28	C=CCNC(=O)C(C)N1C(=O)c2ccccc2C1=O (centres undefined)	90	-2%	-9%	-3	23	743	-2%	i	1.2	2%	-0.2%	3%
30	COc1ccc(OC)c(N(CC(=O)NCCSCc2ccc(C)cc2)S(C)(=O)=O)c1	51	7%	-2%	0	42	811	-2%	i	-0.7	0%	1.0%	-9%
25	O=C(O)CSc1cc(NS(=O)(=O)c2ccc(Cl)cc2)c2ccccc2c1O	/	23%	-3%	-11	17	819	-9%	i	/	72%	0.2%	3%

(more compounds)
cpd	molecule	NTR1 ag cell count 20 µM	Rac1 GTP hydrolysis	GPR35 arrestin U2OS	Hep lipid drop	T cell modulator vesicle-bound %	Hep lipid drop cells 6.5 µM	LYP inhibition	T cell modulator	NTR1 ag	Large T inhibition	GPR55 beta-arrestin	GPR55 LPI antagonism
31	CCC(CC)C(=O)Nc1ccc(C)cc1O	55	7%	17%	4	34	716	-8%	i	-0.5	3%	-0.2%	-4%
32	COc1ccc(CC(=O)NCC2CCCN(Cc3cc(OC)cc(OC)c3)C2)cc1 (centres undefined)	56	3%	-2%	-2	58	800	-4%	i	1.7	6%	0.3%	6%
33	S=C(NC12CC3CC(CC(C3)C1)C2)N1CCCC1	62	9%	7%	-28	49	671	-5%	i	-0.6	12%	0.1%	3%
34	Cc1ccc(C(=O)Nc2ccc(C(=O)N/N=C/c3ccccn3)cc2)cc1	39	3%	11%	3	6	764	-10%	i	-1.1	3%	0.0%	2%
35	COC(=O)c1c(C)n(-c2ccccc2)c2ccc(O)cc12	76	7%	26%	/	23	/	5%	i	2.7	10%	-0.1%	14%
36	Cc1cccc(N2CCN(C(=O)CCC(=O)N3CC(C)Oc4ccc(C)cc43)CC2C)c1 (centres undefined)	84	11%	-15%	-50	22	766	-2%	i	6.4	2%	-0.1%	-5%
37	O=C1CCN(c2ncccc2[N+](=O)[O-])CC1	61	2%	-12%	-1	60	672	-4%	i	1.5	0%	0.7%	9%
38	O=C(NCCc1ccc(C(F)(F)F)cc1)C1CCC(=O)N(CCCc2ccccc2)C1 (centres undefined)	61	7%	5%	-7	8	749	-10%	i	2.4	7%	-0.1%	0%
39	Cc1ccc(NC(=O)CN(C)C(=O)/C=C/c2cccs2)cc1	69	7%	-14%	-9	40	602	-4%	i	-1.5	-10%	-0.3%	10%
40	Cc1cc2cc3c(cc2nc1SCC(=O)O)OCCO3	47	3%	4%	/	10	/	-4%	i	0.0	20%	0.3%	4%
41	CC1=C/C(=C\C=C(C#N)C#N)N(C)c2ccccc21	46	6%	16%	-10	52	685	-12%	i	-1.6	17%	-0.1%	38%

Bioassay records from PubChem.
